Diaphorase act = activates diaphorase or chemically reduces, flagging diaphorase assay artifacts; Diaphorase/resazurin coupled assay, resorufin fluorescence, 16 min; hits give high values; 1 = vehicle wells, 0 = NADH-free wells; activation factor at 20 µM; 190,000 compounds, 0.005% hits;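 active = diaphorase activity raised at least twofold by the compound at 20 µM; inactive = activation factor below 2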
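Assay system: Purified diaphorase enzyme from Clostridium kluyveri | Amount: Enzyme 0.07 U/mL final | Dosing: Compound 20 µM once, DMSO 1% | Timing: 16 min reaction at room temperature | Detection: Fluorescence, excitation 544 nm and emission 590 nm | Evaluation: Higher resorufin formation from activation or reduction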
TLR4-MyD88 BLA = inhibitors of human TLR4-MyD88 binding. AID 861. O00206+Q99836. HeLa CL3-4 TLR4/MyD88 BLA complementation, FRET ratio. inhibition, % at 8.4 µM. 200,000 compounds, 0.18% hits; in the data active = inhibition above about 25%;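 also: 0% = vehicle and 100% = reference inhibitor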
G6PDH counter = counter-screen for G6PDH assay hits: L. mesenteroides G6PDH inhibition; Purified L. mesenteroides G6PDH, diaphorase/resazurin coupled fluorescence, 45 min; inhibition, % at 5 µM; 200,000 compounds, 0.12% hits
S1P3 antagonist = antagonists of human S1P3 receptor; Q99500; CHO S1P3 NFAT-BLA reporter, FRET fluorescence, antagonist mode; inhibition, % at 4.98 µM; 170,000 compounds, 0.27% hits;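 active = inhibition above the plate cutoff, the mean inhibition of test wells on that plate plus 3 SD, cut at about 28% in these data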;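 also: cells challenged with S1P at its EC80 of 0.8 µM; blue over green emission ratio from cleaved BLA substrate after 4 h stimulation; 0% = S1P-stimulated wells and 100% = unstimulated DMSO-only wells; some compounds past the cut are filed as inactive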
Target sequence (Q99500 whole entry, looked up): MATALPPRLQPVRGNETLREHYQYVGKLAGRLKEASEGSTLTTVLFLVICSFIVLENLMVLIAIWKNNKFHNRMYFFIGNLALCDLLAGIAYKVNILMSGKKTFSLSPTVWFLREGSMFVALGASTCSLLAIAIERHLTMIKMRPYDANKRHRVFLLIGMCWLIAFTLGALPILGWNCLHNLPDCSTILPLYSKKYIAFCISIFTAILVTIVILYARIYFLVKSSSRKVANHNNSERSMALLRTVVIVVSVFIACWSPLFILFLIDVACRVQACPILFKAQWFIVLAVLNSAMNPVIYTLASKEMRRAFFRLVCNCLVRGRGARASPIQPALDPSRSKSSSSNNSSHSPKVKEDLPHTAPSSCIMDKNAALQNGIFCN
PMI act = activators of human phosphomannose isomerase; activation factor at 20 µM; P34949; 190,000 compounds, 0.005% hits; purified human PMI, coupled resazurin fluorescence, 20 min; hits give high values; 1 = vehicle control, 0 substrate-free wells;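 active = activation factor of 2 or more at 20 µM, relative to plate controls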
Target sequence (P34949 whole entry, looked up): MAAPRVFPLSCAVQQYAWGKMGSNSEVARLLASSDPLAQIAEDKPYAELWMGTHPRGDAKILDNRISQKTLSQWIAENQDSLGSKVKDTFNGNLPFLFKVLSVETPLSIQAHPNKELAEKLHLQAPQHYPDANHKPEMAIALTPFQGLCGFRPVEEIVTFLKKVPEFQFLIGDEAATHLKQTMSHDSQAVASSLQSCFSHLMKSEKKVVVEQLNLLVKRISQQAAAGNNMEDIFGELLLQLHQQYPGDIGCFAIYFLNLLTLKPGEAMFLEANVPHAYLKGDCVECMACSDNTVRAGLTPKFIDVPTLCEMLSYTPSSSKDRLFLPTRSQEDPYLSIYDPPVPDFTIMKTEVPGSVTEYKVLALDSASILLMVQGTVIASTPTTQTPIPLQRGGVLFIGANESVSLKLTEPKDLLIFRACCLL
RAM inhibit = inhibitors of the yeast RAM network | inhibition, % at 50 µM | 190,000 compounds, 1.8% hits | S. cerevisiae dse1pr::URA3 reporter, 5-FOA growth OD615, 2 d; analog-sensitive cbk1-as2 kinase mutant strain;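 active = inhibition above a set limit, 3 SD over mean compound inhibition, cut at about 8.4% in these data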;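 also: 0% = DMSO-only wells with no growth and 100% = 10 µM 1-NA-PP1 full growth; inhibition rescues growth on 5-FOA so higher OD means more RAM inhibition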
Redox H2O2 prof = compounds producing H2O2 with reducing agent – biochemical, NIH compound library profiling, artefact control for MLSCN library redox annotation, primary screen. DTT-dependent redox cycling H2O2, phenol red/HRP absorbance; 100% = 100 µM peroxide control, 0% = buffer. AID 878. 200,000 compounds, 0.03% hits. activation, % at 10 µM;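 active = activation of at least 50% relative to the plate's high and low controls in the primary single-dose screen; inactive = activation below 50%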;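 also: compound incubated with DTT at 0.8 mM final as the reducing agent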
PMI act satM6P = PMI (human) activation, high substrate | coupled PMI enzyme assay, resazurin fluorescence, 20 min; hits give high values; 1 = untreated enzyme, 0 = substrate-free blank | AID 1216 | activation factor at 20 µM | 190,000 compounds, 0.34% hits;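 active = activation factor of 2 or more at 20 µM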
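Test system: human PMI in coupled enzyme assay; Input: PMI at 15 ng/mL final; Medium: HEPES buffer, pH 7.4; Schedule: 20 min incubation at room temperature; Technique: resorufin fluorescence at Ex 544/Em 590 nm; Compound: 20 µM single dose; Probe or stimulus: Near-saturating mannose-6-phosphate, 1.0 mM.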
L major viab = inhibitors of Leishmania major promastigote growth; 200,000 compounds, 9% hits; inhibition, % at 10 µM; Leishmania major promastigotes, resazurin fluorescence viability;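 also: promastigotes grown with compound for 44 hours at 28 °C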
Hsp70 activator = Hsp70 transcriptional activation, primary screen | HeLa Hsp70 promoter luciferase reporter, luminescence; scaled: vehicle 0, proteasome-inhibitor control 100% | activation, % at 10 µM | 200,000 compounds, 0.04% hits;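 active = activation above the mean across all tested compounds plus 3 SD, cutoff set per campaign, cut at about 5.5% in these data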;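 also: 100% = MG132 at 30 µM as the positive control and 0% = DMSO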
Diaph inh CS = inhibits diaphorase or chemically oxidizes, flagging diaphorase assay artifacts. diaphorase resazurin-to-resorufin fluorescence, NADH, 16 min; bacterial (C. kluyveri) enzyme, not human. inhibition, % at 20 µM. 190,000 compounds, 0.69% hits;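 active = primary screen inhibition at 20 µM above a set limit, cut at about 50% in these data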;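 also: plate controls were DMSO with full reaction for no effect and wells lacking NADH for full effect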
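Assay system: diaphorase enzyme from Clostridium kluyveri; Input: enzyme working solution with 0.14 U/mL diaphorase; Timing: 16 min at room temperature; Technique: resorufin fluorescence, excitation 544 nm, emission 590 nm; Benchmarks: positive control minus NADH, DMSO neutral control.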
* = called active by the depositor; . = not tested or not shown. Rule as the data show it, unless noted: active = inhibition above about 50%; inactive = the rest.

SMILES	Diaphorase act	TLR4-MyD88 BLA	G6PDH counter	S1P3 antagonist	PMI act	RAM inhibit	Redox H2O2 prof	PMI act satM6P	L major viab	Hsp70 activator	Diaph inh CS
O=C(Nc1ccc(Cl)c(Cl)c1)N1CC=C(c2ccccc2)CC1	0.9	3	6	.	0.9	5.2	-2.0	0.9	-4	0.1	13
CC(=O)Nc1sc(N/N=C\c2cccc(Cl)c2)nc1-c1cccs1	0.8	5	-78	-3	1	1.0	0.7	1.2	-5	0.0	17
COc1ccc2nc(C)c(C(N)=O)cc2c1	0.9	5	6	6	1	2.5	-0.1	1	-7	0.0	15
O=C(O)c1cc2c(s1)-c1ccccc1OC2	1	5	14	.	1.1	0.4	-2.0	1.1	-4	0.0	4
CC1(C)CC(=O)C(Sc2ccccc2C(=O)O)=C(O)C1	1	-6	2	9	1.2	0.3	-0.4	1.1	-11	-0.2	0
Cc1cc(=S)[nH]c2ccccc12	1	2	2	-21	1.2	-0.1	-0.7	2.1*	-6	-0.1	1
CCC(C)N(C(=O)COC(=O)/C=C/c1ccc(O)c(OC)c1)C1CCS(=O)(=O)C1 (stereo unspecified)	1	11	12	15	0.8	1.8	0.0	0.8	-6	-0.4	4
O=C(CNCc1ccc(Cl)cc1)Nc1cccc(C(=O)O)c1	1.1	-13	4	-24	1.1	-0.8	-1.3	1.1	1	-0.5	-7
O=C(Nc1cccc(F)c1)N(Cc1ccc(Cl)cc1)CC(O)C(F)(F)F (stereo unspecified)	0.9	-2	-4	.	0.8	2.7	2.0	0.8	101*	0.0	12
Cc1cc(C)nc(SCc2cc(=O)c(OC(=O)c3ccco3)co2)n1	0.9	-7	0	3	0.9	2.5	-0.1	1	-4	-0.3	12
COc1ccc(Cl)cc1C(=O)OCC(=O)NC(=O)c1cccn1C	0.9	-3	14	.	1.1	5.5	-0.1	1.1	-4	-0.2	13
CCC(=O)N1CCCc2cc(S(=O)(=O)N3CCN(C4CCCCC4)CC3)ccc21	0.9	.	-18	-6	0.9	2.0	.	0.9	.	.	14
O=C(NN=C1CCCC1)c1n[nH]c2c1CCC2	0.9	-1	20	23	0.9	0.4	-0.3	0.9	-4	0.1	5
Cc1cccc(NC(=O)N2CCC(NC(=O)c3ccccc3C)CC2)c1	0.9	-5	9	3	1	9.6*	3.0	1	8	0.1	13
CCSc1nnc(NC(=O)Cc2cc(OC)c(OC)c(OC)c2)s1	0.9	0	5	-6	0.9	4.1	-0.7	0.9	-8	-0.4	7
CN(C)S(=O)(=O)c1cccc(C(=O)OCC(=O)Nc2sccc2C(N)=O)c1	.	3	.	14	.	2.7	3.0	.	8	-0.3	.
Cc1ccc(NC(=O)c2c(C(F)(F)F)nn(C)c2SCc2cccc(C(F)(F)F)c2)cc1C	0.8	-3	6	.	0.8	7.7	1.4	0.8	5	-0.2	21
COC(=O)c1ccc2ccn(CC(=O)NC3CCCCC3)c2c1	1	0	20	.	1	1.6	1.3	1	-5	-0.3	3
c1ccc(-c2ncnc3nc4n(c23)CCC4)cc1	1	-4	14	-12	1	3.0	1.0	1.1	-7	2.5	-4
COc1cccc(CN(C)C(=O)c2ccc(S(=O)(=O)N3CCCC3)cc2)c1OC	0.9	14	12	11	0.9	-1.1	1.5	0.8	-3	-0.1	14
C/C(=N\Nc1cccc2cccnc12)c1ccc[nH]1	0.9	-1	8	-1	1	1.0	-2.8	0.9	-3	-0.2	13
Oc1cc(Cc2ccccc2)cnc1CN1CCCCC1	1	-2	4	-1	1	2.1	-3.8	0.8	2	-0.6	-4
Cc1nccn1-c1ccc(C(F)(F)F)cc1[N+](=O)[O-]	1.1	1	3	-7	1.1	-0.8	-0.1	1	-6	0.1	-5
COc1ccc(OCC(=O)N/N=C(\C)c2ccc(-n3ccnc3)cc2)cc1	1	6	8	9	0.9	2.0	0.0	0.9	20	-0.2	3
NC(=O)SCC(=O)Nc1ccc(Cl)cc1	0.8	-2	0	4	0.9	1.5	0.2	1.3	-5	0.3	24

Only TLR4-MyD88 BLA, Diaphorase act and PMI act (five entries from above):
mol	TLR4-MyD88 BLA	Diaphorase act	PMI act
c1ccc(-c2ncnc3nc4n(c23)CCC4)cc1	-4	1	1
CC(=O)Nc1sc(N/N=C\c2cccc(Cl)c2)nc1-c1cccs1	5	0.8	1
Oc1cc(Cc2ccccc2)cnc1CN1CCCCC1	-2	1	1
O=C(NN=C1CCCC1)c1n[nH]c2c1CCC2	-1	0.9	0.9
O=C(CNCc1ccc(Cl)cc1)Nc1cccc(C(=O)O)c1	-13	1.1	1.1

Additional results.
SMILES	Diaphorase act	TLR4-MyD88 BLA	G6PDH counter	S1P3 antagonist	PMI act	RAM inhibit	Redox H2O2 prof	PMI act satM6P	L major viab	Hsp70 activator	Diaph inh CS
COC(=O)CSc1nc(N)c(C#N)c(C(C)C)c1C#N	1	-4	16	-1	1.1	1.9	1.5	1	-9	-0.1	4
COc1ccc(C)cc1S(=O)(=O)N1c2ccccc2CC1C (stereo unspecified)	0.9	1	15	.	0.9	0.7	0.1	1	100*	-0.3	7
Oc1c(Br)cc(Br)cc1C=Nc1ccc2c(c1)OCCO2	0.6	13	20	5	0.8	-1.6	0.4	0.4	-2	0.0	43
COc1ccc(CCNC(=O)CSc2nnc(-c3ccc(F)cc3)o2)cc1OC	1	0	6	-29	1	0.3	2.4	1	2	-0.1	0
CC1(C)Cc2ccccc2-c2nnc(SCC(=O)Nc3nc4ccccc4s3)n21	1	2	2	-5	1	1.4	-0.1	1	48	-0.1	-2
NC(=O)c1ccc(NC(=O)COC(=O)CC(NC(=O)c2ccccc2Cl)c2ccccc2)cc1 (stereo unspecified)	0.9	-7	3	-2	1	0.8	0.2	1	49	-0.2	7
O=C(CCC1CCCC1)N1CCN(C(=O)COc2ccccc2)CC1	0.8	-9	1	-23	1	-0.5	2.5	1	-8	-0.1	15
COc1ccc(CCN2C(=O)CC(N3CCOCC3)C2=O)cc1OC (stereo unspecified)	0.8	-6	8	.	0.9	1.1	0.8	0.9	-7	-0.3	20
CCOC(=O)C(=O)N1CCN(c2ccccc2OC)CC1	1	-8	3	9	1.1	0.5	-0.2	1.1	-5	-0.2	0
Cc1ccc(Cn2nnc3c(=O)n(CC(=O)c4ccccc4)cnc32)cc1	0.8	4	-11	9	0.8	2.9	0.2	0.8	-3	-0.1	20
COC(=O)C(Cc1ccc(OC(=O)c2ccccc2C)cc1)N1Cc2ccccc2C1=O (stereo unspecified)	0.9	7	-37	.	0.9	8.9*	2.0	0.9	8	-0.1	12
CC1(C)CC(=O)C=C(Nc2ccccn2)C1	1.2	2	9	-10	1.2	0.1	1.5	1.2	2	-0.3	-23
COc1ccc(N2C3=[N+](CC2(C)O)c2ccccc2CC3)cc1 (stereo unspecified)	0.8	-11	13	-19	0.8	-0.8	2.5	0.6	90*	0.0	24
c1ccc(CSc2nnc(Cc3ccccc3)o2)cc1	0.9	16	17	8	0.8	0.5	-0.8	0.9	0	0.1	14
O=C(Nc1ccccc1)c1cccc(S(=O)(=O)Nc2ccccn2)c1	1	9	1	4	1.1	-0.7	0.2	1.1	-4	-0.4	-3
COc1cc(OC)cc(-c2nc3ccccc3c(=O)n2NC(=O)c2cccnc2Cl)c1	0.9	-10	10	-9	0.9	4.4	-0.1	1	46	-0.4	12
C=C(C)C1CC=C(C)/C(=N/NC(=O)CCCNc2cccc(C)c2)C1 (stereo unspecified)	0.8	-4	12	13	0.9	1.0	-0.3	0.8	-2	-0.2	23
Cc1cc(CN(C)C(=O)CC2C(=O)NCCN2Cc2c(F)cccc2Cl)n[nH]1 (stereo unspecified)	0.7	-4	8	4	1	-0.5	0.6	0.9	-2	0.3	26
CCOC(=O)CN(Cc1ccc(OC)c(OC)c1)S(=O)(=O)c1ccc(OC)cc1	0.9	7	-1	.	1	0.2	0.2	1	0	0.3	14
C[N+]1=C2CCCCCN2C(O)(c2ccccc2)C1 (stereo unspecified)	1.1	-17	3	-9	1.2	1.9	0.6	1.2	15	-0.3	-10
COc1ccc(C2CC(C(F)(F)F)n3nc(C(N)=O)c(Cl)c3N2)cc1OC (stereo unspecified)	0.9	4	2	2	1	-0.3	2.0	1	-4	-0.3	11
CC(C)(C)c1ccc(C(=O)CC(Sc2ccc(Cl)cc2)C(=O)O)cc1 (stereo unspecified)	0.8	4	2	4	0.9	-0.6	0.3	1	78*	0.0	17
O=C(COC(=O)[C@@H]1CCCN1S(=O)(=O)c1ccc(Cl)cc1)NC12CC3CC(CC(C3)C1)C2	0.8	-9	-1	-6	0.8	2.5	0.1	0.9	-5	-0.1	21
Cc1ccc(C2(C)NC(=O)N(CC(=O)Nc3cccnc3Cl)C2=O)cc1 (stereo unspecified)	1	-13	10	-18	1	2.4	0.3	0.9	-6	0.0	1
CN(C)c1ccc(/C=N/NC(=O)c2ccc(Cl)cc2)cc1	1	-5	1	.	1	-0.1	0.3	1	-7	-0.2	2
Cc1cc(C)nc(N/C(=N/S(=O)(=O)Cc2ccccc2)Nc2ccccc2)n1	0.9	-7	8	13	1	5.2	0.5	1	-10	-0.4	12
Cc1c(F)cccc1NS(=O)(=O)c1ccccc1C#N	0.9	-21	3	24	0.9	1.5	0.3	1	4	0.0	10
CCOC(=O)C(C(=O)Nc1cccc(C)n1)C1CCCCC1 (stereo unspecified)	0.8	-5	-5	.	0.9	1.3	-2.6	1	4	0.2	24

2 of the compounds above, field by field.
COc1ccc(C2CC(C(F)(F)F)n3nc(C(N)=O)c(Cl)c3N2)cc1OC (stereo unspecified)
  Diaphorase act: 0.9
  TLR4-MyD88 BLA: 4
  G6PDH counter: 2
  S1P3 antagonist: 2
  PMI act: 1
  RAM inhibit: -0.3
  Redox H2O2 prof: 2.0
  PMI act satM6P: 1
  L major viab: -4
  Hsp70 activator: -0.3
  Diaph inh CS: 11

C[N+]1=C2CCCCCN2C(O)(c2ccccc2)C1 (stereo unspecified)
  Diaphorase act: 1.1
  TLR4-MyD88 BLA: -17
  G6PDH counter: 3
  S1P3 antagonist: -9
  PMI act: 1.2
  RAM inhibit: 1.9
  Redox H2O2 prof: 0.6
  PMI act satM6P: 1.2
  L major viab: 15
  Hsp70 activator: -0.3
  Diaph inh CS: -10
